Source: PubChem BioAssay
HTRA1 inh – HTRA1 (human) protease inhibition; Q92743; recombinant HTRA1, FP-rhodamine activity-based probe, fluorescence polarization; inhibition, % at 5.96 µM; actives 0.5% (n = 340,000); in the data active = inhibition above about 36%;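 also: 0% = enzyme with DMSO and 100% = wells lacking enzyme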
Target sequence (Q92743 whole entry, looked up): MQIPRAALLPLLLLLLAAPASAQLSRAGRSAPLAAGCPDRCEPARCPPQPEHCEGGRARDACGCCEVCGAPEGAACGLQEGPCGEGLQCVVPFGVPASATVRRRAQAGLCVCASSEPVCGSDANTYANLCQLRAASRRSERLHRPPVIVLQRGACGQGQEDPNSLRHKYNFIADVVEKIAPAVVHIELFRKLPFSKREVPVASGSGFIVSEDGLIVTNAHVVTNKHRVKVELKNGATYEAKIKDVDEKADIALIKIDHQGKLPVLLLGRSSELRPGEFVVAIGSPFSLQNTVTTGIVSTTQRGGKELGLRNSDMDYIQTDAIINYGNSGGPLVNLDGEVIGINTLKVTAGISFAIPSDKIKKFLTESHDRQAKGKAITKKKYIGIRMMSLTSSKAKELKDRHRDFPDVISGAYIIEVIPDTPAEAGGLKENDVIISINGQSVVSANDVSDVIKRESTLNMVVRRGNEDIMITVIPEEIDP
rCAG binder – molecules binding r(CAG) RNA repeats | r(CAG) RNA repeat, TO-PRO-1 dye displacement fluorescence | inhibition, % at 3 µM | actives 1.3% (n = 370,000) | AID 651821;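 active = inhibition above the plate cutoff, the mean of all test compounds on that plate plus 3 SD, cut at about 35% in these data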;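 also: 0% = DMSO alone and 100% = 100 µM mitoxantrone as full dye displacement; higher means more dye released from RNA so lower well fluorescence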
TCR CD3 inh – blocks the human TCR-CD3 interaction | AID 651800 | TAMRA-labeled TCR probe fluorescence, biochemical | inhibition, % at 9.4 µM | actives 0.37% (n = 360,000); in the data active = inhibition above about 19%;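 also: recombinant mutant TCR 2C K166C tagged with TAMRA read by polarization; 0% = receptor in buffer alone and 100% = receptor with positive control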
ABHD4 inh – ABHD4 (mouse) inhibition, primary FP screen. Q8VD66. purified mABHD4, FP-Rh probe fluorescence polarization. inhibition, % at 8.92 µM. actives 0.54% (n = 370,000). AID 720543;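 active = inhibition exceeding the mean over every tested compound plus 3 SD, cut at about 30% in these data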;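 also: 0% = plate median of compound wells and 100% = S159A mutant with DMSO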
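Assay system: mouse ABHD4 enzyme, wild type / Also added: fluorescent activity-based probe FP-Rh / Doses: single nominal dose of 8.92 µM, 0.89% DMSO final / Timing: 45 min compound pre-incubation plus 60 min probe step, 25 °C / Signal: FP readout, ex 525 nm / em 598 nm / Control set: S159A mutant/DMSO as 100%, compound-well median as 0%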
NPR2 activator – GC-B (human) receptor activation. HEK293-GC-B cells, CNP EC30, cGMP TR-FRET; 0% at EC30 CNP, 100% saturating CNP. activation, % at 10 µM. actives 0.11% (n = 370,000). AID 1920062;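 active = activation at 10 µM reaching about 35% in either raw or pattern-adjusted values, limit read from the data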
PRMT1 inh – blocks human protein arginine methyltransferase 1; inhibition, % at 2.79 µM; recombinant PRMT1, activity-based probe fluorescence polarization; actives 1.3% (n = 370,000);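 active = inhibition above about 21% made by adding two undisclosed values, limit read from the data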
SIAE primary – inhibitors of human sialic acid acetylesterase SIAE; AID 1053197; Q9HAT2; inhibition, % at 9.66 µM; actives 0.69% (n = 370,000); SIAE FP-Rh probe binding, fluorescence polarization;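 active = inhibition above a cutoff: mean of compounds within the control limits plus 3 SD of those, cut at about 17% in these data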;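 also: 0% = plate median of compound wells and 100% = probe without SIAE protein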
Target sequence (Q9HAT2 whole entry, looked up): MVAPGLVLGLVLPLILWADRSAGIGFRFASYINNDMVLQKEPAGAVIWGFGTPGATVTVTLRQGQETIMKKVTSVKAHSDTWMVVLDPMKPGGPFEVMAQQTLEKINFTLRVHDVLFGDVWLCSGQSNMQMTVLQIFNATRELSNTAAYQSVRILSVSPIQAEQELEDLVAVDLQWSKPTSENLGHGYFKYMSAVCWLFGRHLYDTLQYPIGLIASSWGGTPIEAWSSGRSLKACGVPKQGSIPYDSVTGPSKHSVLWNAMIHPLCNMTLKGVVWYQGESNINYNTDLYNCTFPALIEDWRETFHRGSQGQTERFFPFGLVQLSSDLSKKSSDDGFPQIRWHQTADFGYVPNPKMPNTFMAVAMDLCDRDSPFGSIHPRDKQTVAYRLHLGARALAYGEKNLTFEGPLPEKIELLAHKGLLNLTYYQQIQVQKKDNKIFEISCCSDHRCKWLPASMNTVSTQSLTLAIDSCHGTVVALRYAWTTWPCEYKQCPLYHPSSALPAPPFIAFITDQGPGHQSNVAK
MBD2 DNA inh – inhibitors of human MBD2 binding to methylated oligonucleotide. Q9UBB5. TR-FRET. inhibition, % at 4.4 µM. actives 0.31% (n = 370,000). AID 686964; in the data active = inhibition above about 13%
NPR1 activator – GC-A (human) enzyme activation; P16066; HEK293 GC-A cells, cGMP TR-FRET, EC30 ANP; 0% at EC30 ANP, 100% saturating ANP; activation, % at 10 µM; actives 0.14% (n = 370,000); AID 1671463; in the data active = activation above about 40%
UHRF1 binding – human UHRF1 methylated DNA binding inhibitors; UHRF1 binding to methylated oligo, TR-FRET; AID 687016; actives 0.75% (n = 370,000); inhibition, % at 4.4 µM; in the data active = inhibition above about 21%;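 also: UHRF1 SRA domain binding a hemimethylated CpG hairpin DNA probe; 0% = median of test compound wells and 100% = reference inhibitor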
* = called active by the depositor; . = no result given. Not all compounds are listed; count on the stated rates, not on these rows.

structure | HTRA1 inh | rCAG binder | TCR CD3 inh | ABHD4 inh | NPR2 activator | PRMT1 inh | SIAE primary | MBD2 DNA inh | NPR1 activator | UHRF1 binding
CCOc1ccc(NC(=O)CN(C)C(=O)c2ccccc2SCc2c(C)noc2C)cc1OCC | 3 | -9 | 1 | 3 | -4 | 0 | 4 | -5 | -2 | -1
COC(=O)c1cccc(CN2C(=O)C(C)Sc3ccc(C)cc32)c1 (stereo not given) | . | 1 | -1 | -3 | -15 | 0 | -2 | 0 | -22 | 1
COc1cc(C(=O)c2cocc2C(=O)c2ccc3c(c2)OCO3)cc(OC)c1OC | -3 | -3 | 4 | -4 | -4 | -3 | 13 | -8 | -4 | -1
O=C(NCc1ccco1)C1CC(c2cccc([N+](=O)[O-])c2)=NO1 (stereo not given) | 4 | 5 | -1 | 6 | -3 | 2 | -6 | 1 | -2 | 9
Cc1noc(C)c1-c1nnc(-c2ccc(C(F)(F)F)cc2)o1 | 6 | 1 | 8 | -8 | -1 | -5 | -10 | 4 | 1 | 1
Cc1cc(-c2ccccc2)n(-c2cc(N/N=C/c3ccccc3O)ncn2)n1 | -6 | 5 | 0 | -14 | -4 | -3 | 7 | -4 | 0 | 0
COC(=O)NCc1cccc(CNC(=O)OC)c1 | -1 | -1 | 5 | 1 | 0 | -4 | 1 | -2 | 1 | 1
O=C(O)CSc1nnc(COc2ccc(Br)cc2)n1-c1ccccc1 | 0 | 11 | 1 | -1 | 5 | 0 | 2 | 4 | 1 | 0
COc1ccc(OC)c2sc(N3CCN(c4ccccc4)CC3)nc12 | 15 | -1 | -4 | -17 | -2 | 18 | -2 | 3 | 1 | 3
O=S(=O)(c1ccc(Cl)c(S(=O)(=O)N2CCCC2)c1)N1CCCC1 | 10 | 0 | 5 | 1 | -4 | 0 | -8 | 1 | 1 | 1
O=c1[nH]c(C2CCN(S(=O)(=O)c3ccc(S(=O)(=O)NC4CC4)cc3)CC2)nc2c1nnn2Cc1ccc(F)cc1 | -38 | 9 | 2 | -3 | 0 | 4 | -4 | -4 | -3 | 2
CCc1c(C)c2cc(Cl)c(O)c(CN3CCCC3)c2oc1=O | 8 | 12 | -5 | 1 | -5 | -4 | 11 | -8 | -4 | -2
NNc1nc2c(Cl)cccc2s1 | 16 | 29 | 6 | 70* | -1 | 0 | 17* | 0 | 2 | 0
FC(F)(F)c1cnc(Sc2nnc(-c3cccs3)n2CC2CCCO2)c(Cl)c1 (stereo not given) | -2 | -3 | 4 | 1 | 5 | -1 | 1 | -2 | 1 | -2
NC(=O)CCCCC(=O)OCCCc1cccs1 | 3 | 2 | -1 | 4 | -3 | 0 | -2 | 4 | 5 | -2

Part of the list above, with two lines to a compound.
Sequence of screens: HTRA1 inh	rCAG binder	TCR CD3 inh	ABHD4 inh	NPR2 activator	PRMT1 inh	SIAE primary	MBD2 DNA inh	NPR1 activator	UHRF1 binding
CCc1c(C)c2cc(Cl)c(O)c(CN3CCCC3)c2oc1=O
    8	12	-5	1	-5	-4	11	-8	-4	-2
O=C(NCc1ccco1)C1CC(c2cccc([N+](=O)[O-])c2)=NO1 (stereo not given)
    4	5	-1	6	-3	2	-6	1	-2	9

The list goes on:
structure | HTRA1 inh | rCAG binder | TCR CD3 inh | ABHD4 inh | NPR2 activator | PRMT1 inh | SIAE primary | MBD2 DNA inh | NPR1 activator | UHRF1 binding
COc1ccc(-n2nnc3c(=O)n(Cc4cccc(C)c4)cnc32)cc1 | -6 | 1 | 5 | -3 | -4 | -1 | -8 | -3 | 1 | 7
CC(C)=C1C2CCC1C(C(=O)Nc1sc(C)c(-c3ccc(C(C)C)cc3)c1C(N)=O)C2C(=O)O (stereo not given) | -4 | 2 | -5 | 21 | 1 | 1 | 0 | -3 | -12 | -4
CCC(C#CCN1CCCCC1)(CC)OCCC#N | 2 | -2 | -8 | 7 | 0 | 4 | -3 | 3 | 11 | -2
Cc1ccc(S(=O)(=O)N2CCCc3ccccc32)cc1C | -1 | 0 | 5 | 0 | 4 | 0 | 1 | 2 | -5 | 1
COC(=O)c1c(C)[nH]c(C(=O)C(C)OC(=O)c2c(C)noc2C)c1C (stereo not given) | -9 | -4 | -4 | -7 | 0 | -2 | -7 | 3 | -2 | 2
COC(=O)c1ccccc1NC(=O)c1cncc(Br)c1 | -1 | -1 | 0 | 3 | 4 | 1 | -5 | 9 | -6 | 2
O=C(NCc1cccnc1)c1ccccc1[N+](=O)[O-] | 2 | -4 | 6 | -1 | 0 | 3 | -5 | 0 | 3 | 6
C#CCOCCOCCOCCNc1nc(N2CCOCC2)nc(N2CCN(C(=O)CCCCCCCCCCNC(=O)[C@@H]([C@H](C)CC)n3cc(CCCCCN)nn3)CC2)n1 | -18 | -1 | -5 | 9 | 1 | 6 | 0 | 8 | 5 | 22*
O=C(COCc1ccccc1)N1CC[C@H]2[C@H](CCCN2Cc2ccc(F)cc2)C1 | . | -2 | . | 1 | 2 | 9 | -1 | -1 | 4 | -2
Cc1cccn2c(=O)c3cc(C(=O)NC4CCS(=O)(=O)C4)n(Cc4ccccc4)c3nc12 (stereo not given) | -111 | 2 | 0 | 1 | 4 | 1 | 4 | -7 | -16 | 0
CC(Oc1ccc(C#N)cc1)C(=O)N1CC=C(c2ccccc2)CC1 (stereo not given) | -3 | -1 | 4 | -2 | -6 | -3 | -4 | -4 | 1 | 3
CCOc1ccc(C(C)=O)cc1COC(=O)CNC(=O)c1cccs1 | -10 | 9 | 3 | -14 | 0 | -9 | -14 | 0 | -1 | 2
CC(C)C(=O)Nc1ccc(NC(=O)c2ccc3c(c2)OCO3)cc1 | -2 | 6 | 7 | 1 | -2 | 0 | -5 | 1 | 3 | -1
O=[N+]([O-])c1c(C(Cl)Cl)nn(-c2ccccc2)c1N1CCOCC1 | 0 | -6 | 5 | -5 | 0 | -3 | -1 | -5 | -3 | -8
CCOC(=O)CC1CCCCN1C(=O)CCCn1nnnc1CN1CCC(C)CC1 (stereo not given) | 7 | -9 | -1 | -2 | -2 | -4 | -3 | 4 | 1 | 3
C[C@@H]1CN([C@@H](C)CO)C(=O)CCCn2nncc2CO[C@H]1CN(C)S(=O)(=O)c1ccc(Oc2ccccc2)nc1 | -4 | 4 | 7 | 1 | 3 | -2 | 4 | 2 | 2 | 0
COc1ccc(-n2c(C)cc(C(=O)COC(=O)Cc3n[nH]c(=O)c4ccccc34)c2C)cc1 | -21 | 0 | 0 | 0 | -2 | -2 | 3 | -5 | -1 | -4
CCCCOCC1CN(CCCC)S(=O)(=O)c2c(Oc3ccc(C(C)C)cc3)cccc2O1 (stereo not given) | . | 1 | 8 | 0 | -1 | -2 | 4 | 1 | -2 | 1
NS(=O)(=O)c1ccc(CNC(=O)COc2ccc3c4c(c(=O)oc3c2)CCCC4)cc1 | -7 | -3 | -8 | -11 | -1 | 7 | -7 | 2 | -5 | 8
Cc1cc(C(=O)N(Cc2nnc(-c3ccc(Cl)cc3)o2)C(C)C)c2ccccc2n1 | -8 | 5 | 3 | -1 | 1 | -2 | -2 | -3 | 1 | 4
CC(=O)Nc1ccc2c(c1)Cc1c(F)cccc1-2 | -7 | 1 | -5 | -9 | -9 | -4 | 2 | -8 | 2 | -1
CCOCc1cc(=O)[nH]c(SC)n1 | 10 | 1 | -3 | 2 | -4 | 2 | 0 | 4 | 7 | 5
Cc1ccc(C(=O)NN2C(=O)C3C4C=CC([C@@H]3C2=O)C42CC2)cc1 (stereo not given in full) | 0 | 2 | 9 | 4 | 2 | -7 | 1 | -6 | 1 | 2
CCOC(=O)c1cc2occc2n1CC(=O)N1CCN(C(=O)c2ccco2)CC1 | -1 | -2 | -2 | 3 | -2 | 4 | 2 | -6 | 1 | 1
COc1ccc(-c2c(-c3ccc(C#N)cc3)oc(=O)c3cc(OC)c(OC)cc23)cc1 | -34 | 5 | 1 | -9 | -4 | 1 | -11 | 3 | -4 | 0
COc1cccc(OCc2nnc(SCC(=O)N3c4ccccc4Sc4ccc(Cl)cc43)o2)c1 | -22 | 14 | -3 | -4 | -6 | 2 | -10 | -2 | -17 | 8
CCN1CCN(CCCNC(=O)CS(=O)(=O)Cc2nc(-c3cccc(OC)c3)oc2C)CC1 | 5 | 0 | -3 | 0 | 1 | 5 | 6 | 1 | -4 | 0
CSCCC(NS(=O)(=O)c1ccccc1F)C(=O)NCc1cccs1 (stereo not given) | 1 | 4 | 1 | 7 | 3 | 5 | -1 | -5 | 1 | -1
CC1CCCC(NC(=O)C2CCN(S(=O)(=O)c3cccc4nonc34)CC2)C1C (stereo not given) | 2 | -2 | -11 | 3 | 3 | 2 | -6 | 4 | 1 | -1
CN(C)c1cccc(NC(=O)CCc2ccccc2)c1 | -5 | 3 | -10 | -10 | 11 | 5 | 7 | 1 | 2 | 2
COc1cccc(NC(=O)CN(C)C(=O)c2cccc(S(=O)(=O)N3CCN(c4ccccc4)CC3)c2)c1 | -8 | 9 | -4 | 0 | -6 | -3 | -1 | -3 | -4 | 1
c1ccc(Oc2ccc(-c3ccnc4nc(N5CCOCC5)nn34)cc2)cc1 | -17 | -3 | -3 | -11 | 13 | 4 | -8 | 1 | 4 | 4
CC[C@]12c3[nH]c4ccc(Cl)cc4c3CCN1C(=O)[C@@H](CC(=O)NC(C)(C)C)C[C@@H]2C(=O)N1CCN(C(=O)c2ccco2)CC1 | -6 | 1 | 4 | 3 | 0 | 0 | -1 | 3 | -2 | 0
COCC(=O)NCc1nc2ccccc2[nH]1 | -7 | -1 | -2 | -2 | 4 | 3 | -8 | 2 | 10 | 0
CCCCNC(=O)c1ccc2c(c1)N(C)C(=O)c1ccccc1S2 | -3 | -1 | -5 | -5 | -2 | 1 | 0 | -2 | 0 | 3
CCN(CC(=O)NCc1cccs1)C(=O)COc1cccc(C(F)(F)F)c1 | 0 | 0 | 0 | -8 | -1 | -5 | -1 | -7 | 1 | 0
c1ccc2c(CNn3cnnc3)cccc2c1 | 8 | 0 | 5 | 9 | -2 | 0 | -7 | -3 | 0 | -3
Cc1c(C(c2ccccc2O)c2c(C)n(C)n(-c3ccccc3)c2=O)c(=O)n(-c2ccccc2)n1C | -10 | -5 | -1 | 0 | -12 | 6 | 1 | -4 | -37 | 0
COC(=O)[C@]12C[C@H](CC(=O)N3CCC(c4ccccc4)CC3)C(=O)N(Cc3cccc4ccccc34)C1=C[C@H](COCc1ccccc1)O[C@@H]2C | . | 11 | . | -8 | 0 | 1 | 0 | -1 | 0 | 1
CCCCCCN1C(=O)C(O)=C(C(C)=O)C1c1ccc(Cl)cc1 (stereo not given) | -3 | 2 | -1 | 0 | 8 | 2 | 2 | 1 | 7 | 0
NC(=O)c1c(NC(=O)Cn2cc([N+](=O)[O-])cn2)sc2c1CCCC2 | 2 | 4 | -6 | -6 | -1 | 2 | -3 | 4 | -1 | 1

Quoted from the entries so far (2 entries):
structure | HTRA1 inh | rCAG binder | TCR CD3 inh | ABHD4 inh | NPR2 activator | PRMT1 inh | SIAE primary | MBD2 DNA inh | NPR1 activator | UHRF1 binding
COc1cccc(NC(=O)CN(C)C(=O)c2cccc(S(=O)(=O)N3CCN(c4ccccc4)CC3)c2)c1 | -8 | 9 | -4 | 0 | -6 | -3 | -1 | -3 | -4 | 1
c1ccc(Oc2ccc(-c3ccnc4nc(N5CCOCC5)nn34)cc2)cc1 | -17 | -3 | -3 | -11 | 13 | 4 | -8 | 1 | 4 | 4
